Assay outcomes deposited in PubChem BioAssay by National Center for Advancing Translational Sciences (NCATS).
FBPA coupling cs: counter-screen for Giardia aldolase inhibitors: coupling enzyme system; coupling enzyme system counterscreen, AmpLite Red fluorescence; activity change, negative = inhibition, % at 58.2 µM, hits read low; AID 2472; 290,000 tested, 0.67% active; in the data active = activity change below about -30%
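Coupling enzymes only (glyceraldehyde-3-phosphate) + compound, at 57.5 uM final, 10 min RT; add substrate/coupling/AmpLite Red mix, 20 min RT; fluorescence ex 525/em 598 nm. Actives flag coupling-system interference.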
USP2a block: blocks human ubiquitin-specific protease USP2a; O75604; USP2 core, Ub-CHOP2 coupled fluorogenic reporter, 485/531; Potency, µM (highest dose often 38.3 µM), without a hit: at the highest dose activity change, negative = inhibition, usual class: inhibitors; 330,000 tested, 0.01% active;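 note: potency is the fitted concentration of half-maximal effect; plate controls were DMSO wells for no effect and full inhibition by NEM control for full effect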
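Cell-free coupled assay: 10nM USP2 core preincubated 30min RT with compound in Tris-HCl pH 8.0/CaCl2/CHAPS buffer, then 25nM Ub-CHOP2 and 25nM reporter substrate; fluorescence (Ex 485/Em 531) read after 60min RT, normalized to NEM inhibition, concentration-response curves fitted.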
Eya2 phos inh: inhibitors of human Eya2 phosphatase activity; recombinant Eya2, OMFP fluorescence dephosphorylation (OMFP is methylfluorescein phosphate); AID 488837; 330,000 tested, 0.006% active; Potency, µM (top dose mostly 76.9 µM), without a hit: at the highest dose activity, negative = inhibition, most hits filed as inhibitors; note: potency is the fitted concentration of half-maximal effect
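Eya2 protein (added as 0.2 uM solution) was preincubated with compound for 10 min at ambient temperature in 50 mM HEPES pH 7.5, 50 mM NaCl, 5 uM MgCl2, 0.05% BSA, 1 mM DTT. OMFP (added at 50 uM) then reacted 10 min; fluorescence read at 485/525 nm.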
PKM2 activator: increases activity of human pyruvate kinase M2; P14618; purified PKM2, Kinase-Glo ATP luminescence, activation; response scale: 0% is enzyme alone, no compound; Potency, µM (series often up to 57.5 µM), inactives show at the highest dose activation, actives largely listed as activators; 260,000 tested, 0.34% active; AID 1631; note: potency is the fitted concentration of half-maximal effect; nearly all actives have a fitted effect of over 55% in size
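Kinase-Glo luminescence reports ATP generated from ADP (0.1 mM) and PEP (0.5 mM) by purified hPK-M2 after 1 h at room temperature, pH 7.2 imidazole buffer; intermediate enzyme activity allows detecting inhibitors and activators.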
uPA surface inh: blocks generation of uPA at the cell surface | cell surface uPA generation assay, qHTS | Potency, µM (highest dose often 38.3 µM), without a hit: at the top dose activity change, negative = inhibition, hits mostly inhibitors | 330,000 tested, 0.31% active; active = well fitted inhibition curve with a large enough effect; inconclusive = small, poorly fitted or top-dose-only effect; inactive = no such curve, though single readings can be large or run the other way; tested in mouse RAW 264.7 cells; note: potency is the fitted concentration of half-maximal effect; nearly all actives have a fitted effect of over 55% in size
Chronic BCR inh: chronic active BCR signaling inhibition; 340,000 tested, 0.05% active; Potency, µM (doses to about 46.1 µM), inactives show top-dose ratio change, negative = lower green/red ratio, actives largely listed as inhibitors; AID 493014; ABC-DLBCL IkBa-CBG/CBR reporter, luminescence ratio, 4 h; active = well fitted inhibition curve with a large enough effect in the signal ratio, with a control signal flat, not every such curve was filed as active; inconclusive = small, poorly fitted or top-dose-only effect, or effect the other way, or a change in a side signal; the % refers to the signal ratio;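 note: potency is the fitted concentration of half-maximal effect; plate controls were basal doxycycline-induced cells for no effect and cells given 10 µM MG132 for full effect; MG132 reads +100%, hits lower the ratio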
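Cell line TMD8 (human ABC DLBCL), stably expressing tet-inducible CBG68-IkBa fusion and CBR; IMDM/0.5% FBS; cpd up to 46 uM; dox induction, 4 h, 37C/5% CO2; dual luminescence; green/red ratio; MG132 control.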
KCNH2 3.1 inh: inhibitors of human KCNH2 3.1 potassium channel isoform; 340,000 tested, 0.95% active; AID 720553; U2OS KCNH2 3.1, thallium flux FluxOr; hits give low values; activity change, % (tested at about 1.8 µM);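 active = maximum activity change below -70%; inconclusive = maximum activity change from -70% to -50%; inactive = maximum activity change above -50%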;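 note: thallium influx rate constant from kinetic fluorescence after stimulation buffer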
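Kinetic fluorescence (2 min after stimulation buffer) measures Tl+ influx through KCNH2 3.1 expressed by viral transduction in U2OS cells; the rate constant is normalized against DMSO controls serving as positive and negative references.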
hERG WT inh: inhibitors of human wildtype KCNH2 potassium channel. activity change, % at 1.84 µM. U2OS, BacMam KCNH2, thallium flux FluxOr; hits give low values. Q12809. AID 720551. 340,000 tested, 0.37% active;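 active = maximum activity change below -70%; inconclusive = maximum activity change between -70% and -50%; inactive = maximum activity change above -50%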
Target sequence (Q12809 whole entry, looked up): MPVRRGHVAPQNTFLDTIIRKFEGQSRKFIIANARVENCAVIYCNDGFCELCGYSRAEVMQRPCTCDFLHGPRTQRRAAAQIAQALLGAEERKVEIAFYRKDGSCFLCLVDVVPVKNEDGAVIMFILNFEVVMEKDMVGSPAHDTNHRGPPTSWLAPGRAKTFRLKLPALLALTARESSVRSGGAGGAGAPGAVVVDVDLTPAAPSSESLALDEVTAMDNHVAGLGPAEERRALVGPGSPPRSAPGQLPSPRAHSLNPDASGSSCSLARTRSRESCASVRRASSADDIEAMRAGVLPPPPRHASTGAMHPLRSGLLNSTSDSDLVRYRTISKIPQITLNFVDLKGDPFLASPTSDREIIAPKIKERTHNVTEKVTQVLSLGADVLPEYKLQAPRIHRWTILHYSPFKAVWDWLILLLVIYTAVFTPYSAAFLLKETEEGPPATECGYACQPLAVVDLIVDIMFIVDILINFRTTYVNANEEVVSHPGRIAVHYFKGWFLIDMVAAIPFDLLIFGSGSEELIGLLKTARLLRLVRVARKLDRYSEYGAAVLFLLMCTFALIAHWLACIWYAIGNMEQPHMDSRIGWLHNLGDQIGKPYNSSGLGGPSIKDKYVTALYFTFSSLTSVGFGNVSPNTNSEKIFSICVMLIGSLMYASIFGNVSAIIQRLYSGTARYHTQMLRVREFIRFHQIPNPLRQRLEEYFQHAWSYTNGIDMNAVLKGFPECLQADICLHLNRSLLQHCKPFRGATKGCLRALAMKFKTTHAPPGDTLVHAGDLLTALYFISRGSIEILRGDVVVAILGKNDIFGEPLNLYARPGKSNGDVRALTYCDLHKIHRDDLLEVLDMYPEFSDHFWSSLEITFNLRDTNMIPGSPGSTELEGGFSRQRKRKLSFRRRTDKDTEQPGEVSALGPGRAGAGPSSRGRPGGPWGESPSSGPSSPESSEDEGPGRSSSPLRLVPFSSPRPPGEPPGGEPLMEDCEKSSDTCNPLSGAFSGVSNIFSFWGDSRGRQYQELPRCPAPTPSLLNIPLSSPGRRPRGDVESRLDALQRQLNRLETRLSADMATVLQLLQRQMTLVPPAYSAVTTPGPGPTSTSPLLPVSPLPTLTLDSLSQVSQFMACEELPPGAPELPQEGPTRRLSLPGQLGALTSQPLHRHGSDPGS
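U2OS cells transduced with wild-type KCNH2 virus are loaded with FluxOr dye for 45 min, and thallium flux is measured in kinetic reads before and after stimulation buffer. Rate constants are normalized to DMSO controls.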
Giardia kill: Giardia lamblia killing | Giardia lamblia trophozoite viability | activity change, % at 7.66 µM, hits read low | 340,000 tested, 0.15% active; in the data active = activity change below about -80%; inconclusive = between about -30% and that limit;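 note: parasites exposed to compound for two days anaerobically before the ATP read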
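Compounds were tested on trophozoites seeded at 100 cells/well and held 48 hrs at 37 deg C anaerobically. An ATP-based luminescent kit measured the remaining live cells.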
GALK inh: inhibitors of human galactokinase. P51570. Purified GALK, Kinase-Glo residual ATP luminescence. Potency, µM (top dose mostly 57.5 µM), without a hit: at the top dose activity change, negative = inhibition, actives largely listed as inhibitors. 270,000 tested, 0.007% active. AID 1868; note: potency is the fitted concentration of half-maximal effect
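GALK at 5 nM final was combined with compound, 35 uM ATP and 100 uM galactose in HEPES pH8.0 with MgCl2 and DTT. The reaction ran one hour at room temperature before luminescent ATP detection.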
B2AR arrestin: recruits beta-arrestin to the human beta2-adrenergic receptor. P07550. beta-arrestin recruitment to beta2AR, cell-based reporter. Potency, µM (top dose mostly 46.1 µM), without a hit: top-dose activation, actives largely listed as activators. 330,000 tested, 0.02% active;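 note: potency is the fitted concentration of half-maximal effect; 0% = DMSO controls and full agonism = EC100 isoproterenol or metaproterenol; nearly all actives have a fitted effect of over 65% in size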
An asterisk follows results filed as active; u = inconclusive; x = no result given; [ ] = dose if it differs, or a comment. Unless noted, calls come from the whole dose curve; as a rule, active = well fitted curve in the direction sought with a large enough effect; inconclusive = small, poorly fitted or top-dose-only effect, or another doubt; inactive = no such curve, though single readings can be large; an effect the other way counts as inactive or inconclusive. Unless noted, % is set by controls: 0 for no effect and ±100 for the full control effect.

SMILES | FBPA coupling cs | USP2a block | Eya2 phos inh | PKM2 activator | uPA surface inh | Chronic BCR inh | KCNH2 3.1 inh | hERG WT inh | Giardia kill | GALK inh | B2AR arrestin
CN(C)c1ccc(C(=O)NNC(=O)c2ccc(Cl)cc2)cc1 | 4 | 2% | 11% | -1% | 0% | -2% | 10 | 5 | 3 | 1% | -0.2%
COc1ccc(N(C)S(=O)(=O)c2c(C)[nH]c(=O)[nH]c2=O)c(OC)c1 | -1 | -1% | 10% | -2% | 3% | -3% | -7 | -4 | -12 | 0% | -0.8%
CC(OC(=O)c1cccc(-n2cnnn2)c1)C(=O)Nc1ccc(F)cc1Cl (stereo unspecified) | x | 0% | 21% | x | 3% | -3% | -2 | 2 | -19 | x | -0.2%
O=C(NCc1ccccc1F)c1cccc(S(=O)(=O)NCc2ccccc2)c1 | x | -1% | 2% | 2% | 16% | -2% | 3 | 7 | -2 | 4% | -1.1%
COc1ccc(-c2[nH]nc3c2C2(C(=O)N(CC(=O)O)c4ccccc42)C(C#N)=C(N)O3)cc1OC (stereo unspecified) | 0 | -1% | -1% | -6% | 2% | 0% | -8 | 4 | -14 | 1% | -0.1%
COc1ccc(-n2c(=S)[nH]c3cc(C(=O)Nc4ccc(OC)c(OC)c4)ccc3c2=O)cc1 | 0 | -4% | -2% | -4% | -4% | 4% | -2 | -3 | 0 | -2% | 3.3%
O=C(CSc1nnnn1-c1cccnc1)Nc1ccc(OCc2ccccc2)cc1 | 4 | 0% | 9% | 4% | 1% | 0% | -1 | -3 | -1 | -4% | -0.1%
O=C(NNC(=O)c1cnccn1)c1cccc([N+](=O)[O-])c1 | 0 | 2% | 0% | 5% | x | u | 7 | -6 | -15 | 1% | 0.4%
CCc1ccc(NC(=O)CS(=O)CC(=O)Nc2ccc(F)cc2F)cc1 (stereo unspecified) | 0 | 1% | -9% | 2% | x | -2% | -4 | 10 | 3 | 2% | -0.5%
O=C(N/N=C/c1c(O)ccc2ccccc12)c1[nH]ncc1Br | -6 | 2% | -6% | -8% | 2% | u | -2 | -4 | 7 | 0% | -0.3%
COc1cccc(N2CCN(C(=O)c3ccc4nc[nH]c4c3)CC2)c1 | x | 3% | 3% | 5% | 1% | -2% | 6 | -2 | 21 | -6% | 0.4%
O=c1c2ccccc2[nH]c(=S)n1CCc1ccccc1 | 2 | 0% | -5% | 1% | 6% | u | 12 | 7 | 6 | -2% | 7.0%
Oc1ccccc1Nc1nc(-c2ccccc2O)nc2ccccc12 | 0 | 3% | -17% | x | 3% | 3% | -2 | 25 | -1 | -1% | 0.0%
CC(C)(C)OC(=O)N1CCN(C(=O)c2[nH]cnc2C(=O)Nc2ccon2)CC1 | x | 2% | 8% | x | 11% | 2% | 7 | -14 | -3 | x | 0.0%
O=C(Nc1ccc(F)cc1)c1ccc(S(=O)(=O)NCC2CCCO2)cc1 (stereo unspecified) | 0 | 3% | 12% | -5% | 5% | -1% | 7 | 14 | -2 | 14% | -2.0%
CCCOc1ccc(C(=O)N2CCCC2)cc1OC | -1 | 1% | -1% | -2% | -5% | -5% | -7 | 0 | 12 | -3% | -0.2%
COc1ccc(CCNC(=O)CN(C2CCCCC2)S(C)(=O)=O)cc1 | 5 | 2% | 8% | -4% | 8% | 3% | -2 | 9 | 6 | -3% | -0.3%
CC1CCCN(C(=S)NCc2ccccc2)C1 (stereo unspecified) | 0 | 3% | 8% | -1% | 1% | 1% | 37 | 6 | -2 | 3% | -1.3%
O=C(O)[C@H](Cc1ccccc1)NC(=O)N1CCC(Cc2ccccc2)CC1 | 11 | 9% | -18% | -11% | 1% | 0% | -37 | 4 | -18 | 4% | -0.5%
COc1ccc(CN2CCC(C(=O)Nc3ccc(Oc4cccnc4)cc3)CC2)c(C)c1C | x | 2% | 2% | x | -4% | -4% | -74* | 5 | -19 | -4% | -0.7%
CCOc1cc(N2CCOCC2)c(OCC)cc1NC(=O)Cn1cnnn1 | x | 1% | 2% | x | -12% | -3% | 15 | -3 | -4 | x | -0.9%
O=C(Cn1nnc(-c2ccc(CN3CCOCC3)cc2)n1)NC1CCCCC1 | 0 | 2% | -2% | -2% | x | 7% | 9 | -13 | 1 | 4% | 0.5%
CC(C)CNC(=S)N1CCC(C(=O)c2ccc(F)cc2)CC1 | 1 | -1% | -10% | 0% | -10% | -7% | 9 | 5 | 7 | 3% | -0.4%
COc1ccc(NC(=O)Nc2cc(C)cc(C)c2)cn1 | 0 | 10% | -9% | -7% | 1% | u | 4 | -2 | 6 | 0% | -0.3%
O=C(Nc1ccc(C(=O)OC[C@@H]2CCCN3CCCC[C@H]23)cc1)c1cccc(Br)c1 | -2 | 7% | -18% | 4% | 1% | 0% | -26 | -5 | -24 | 0% | -1.2%
O=C(CNC(=O)c1cccs1)c1ccc(Br)cc1 | 3 | 1% | -8% | x | -1% | u | -2 | 19 | -7 | 12% | 0.2%
COc1ccc(C(=O)Nc2cccc(C(C)=O)c2)c(OC)c1OC | -2 | 3% | -8% | -7% | -4% | u | 6 | 2 | 4 | 0% | -0.9%
Cc1c(C(=O)O)sc2nc3n(c(=O)c12)CCCCC3 | 1 | x | x | 5% | 0% | x | 19 | -9 | 24 | -2% | x
COc1ccc(C(=O)Nc2ccc(NC(=O)c3cccs3)cn2)cc1 | 1 | 2% | -2% | -3% | -2% | 2% | -12 | 3 | -2 | 1% | 0.0%
COCCNC(=O)C(NC(=O)C1CCC(C)CC1)C(C)C (stereo unspecified) | 0 | 3% | 17% | -1% | -10% | 2% | -3 | -6 | 7 | 3% | 0.2%
O=C(CSc1nnc(NC(=O)c2cccc(Br)c2)s1)NCC1CCCO1 (stereo unspecified) | x | 1% | -15% | -1% | 0% | 1% | x | 1 | 1 | -7% | -0.4%
Cc1cc(-c2ccccc2)nc2cc(C(=O)N(Cc3ccccc3)Cc3ccccc3)nn12 | -3 | 3% | 0% | 1% | -13% | 1% | -6 | -15 | 5 | -3% | -1.8%
Cn1c(N)c(N2CCCCC2)c(=O)n(CC(=O)Nc2ccc(Cl)c(Cl)c2)c1=O | 1 | 1% | -34% | 0% | 3% | 4% | 3 | 7 | -8 | -5% | 3.0%
COc1ccc(S(=O)(=O)c2c(O)cc(C)c(NS(=O)(=O)c3ccccc3)c2C)cc1 | 5 | -10% | -10% | 5% | 6% | 7% | 20 | 8 | 31[activator] | -6% | 0.2%
O=C(CSc1nnc(-c2ccccc2F)o1)Nc1ccc(N2CCOCC2)cc1 | x | 4% | 1% | x | 6% | 3% | -2 | -34 | 16 | x | -0.9%
Cc1ccc(S(=O)(=O)NCC2COc3ccccc3O2)cc1 (stereo unspecified) | -14 | 4% | -9% | 6% | 25% | 11% | 1 | -20 | 2 | 0% | -0.1%
CCOc1ccc(C2=Nc3ccc(Br)cc3C(c3ccc(N4CCOCC4)cc3)=NN2)cc1 | -1 | -3% | -2% | -9% | 5% | u | -21 | -5 | 16 | 0% | 0.1%
CCCNC(=O)Cn1cnc2sc(C(=O)N3CCCC(C(=O)OCC)C3)c(C)c2c1=O (stereo unspecified) | 2 | 0% | 0% | 0% | 1% | 1% | 1 | 2 | 17 | -1% | -0.6%
Brc1ccc(-c2nn3c(Cc4ccccc4)nnc3s2)o1 | 4 | 3% | -4% | -1% | 6% | -5% | 4 | -9 | -5 | 0% | 0.1%
CN(CC1COCCO1)C(=O)c1cc(COc2c(F)cccc2F)on1 (stereo unspecified) | 0 | 0% | 9% | -6% | 1% | u | 0 | -10 | 14 | 4% | -0.3%
Nc1nnc(SCC(=O)NCCOc2ccccc2)s1 | 7 | 5% | 0% | -3% | 4% | 3% | -3 | -1 | -12 | 3% | -0.7%
COc1ccccc1OCCOc1ccc(/C=C2\C(=N)N3N=C(C)SC3=NC2=O)cc1 | 8 | -6% | -7% | 0% | -2% | u | 2 | 3 | 2 | 0% | 0.8%
O=c1ccccn1CCOc1ccc(Cl)cc1 | -1 | 2% | 13% | -14% | u | 4% | -23 | 2 | 17 | 5% | -0.8%
Cc1cc2occ(CC(=O)N(CCC(C)C)c3c(N)n(Cc4ccccc4)c(=O)[nH]c3=O)c2cc1C | x | -2% | -1% | x | 2% | 2% | -2 | -1 | -15 | x | 0.2%
COc1cccc(-c2nc3ccc([N+](=O)[O-])cc3o2)c1 | 3 | 1% | 0% | -6% | 3% | u | 3 | 5 | -17 | 0% | -1.7%

Single records, from the list above. Order of screens: FBPA coupling cs	USP2a block	Eya2 phos inh	PKM2 activator	uPA surface inh	Chronic BCR inh	KCNH2 3.1 inh	hERG WT inh	Giardia kill	GALK inh	B2AR arrestin
Entry for O=c1ccccn1CCOc1ccc(Cl)cc1 → -1	2%	13%	-14%	u	4%	-23	2	17	5%	-0.8%
Entry for Cc1ccc(S(=O)(=O)NCC2COc3ccccc3O2)cc1 (stereo unspecified) → -14	4%	-9%	6%	25%	11%	1	-20	2	0%	-0.1%
